# Source: PubChem (several laboratories)
# TCR CD3 inh: inhibitors of human TCR-CD3 interaction, primary screen, biochemical, fluorescence, TAMRA-labeled TCR probe. T-cell receptor (TCR). inhibition, % at 9.4 µM. 0.37% of 360,000 active. AID 651800, 2012; in the data active means inhibition above about 19%;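 further: recombinant mutant TCR 2C K166C tagged with TAMRA read by polarization; 0% = receptor in buffer alone and 100% = receptor with positive control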
# PRMT1 inh: PRMT1 methyltransferase inhibitors, primary screen, biochemical, fluorescence polarization; Protein arginine N-methyltransferase 1 (Homo sapiens), Q99873; recombinant PRMT1, activity-based probe fluorescence polarization; inhibition, % at 2.79 µM; 1.3% of 370,000 active;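 active means inhibition above about 21% made by adding two undisclosed values, limit read from the data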
# ABHD4 inh: ABHD4 inhibitors, primary screen, biochemical, fluorescence polarization, mouse; inhibition, % at 8.92 µM; 0.54% of 370,000 active; purified mABHD4, FP-Rh probe fluorescence polarization; (Lyso)-N-acylphosphatidylethanolamine lipase (Mus musculus), Q8VD66;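 active means inhibition exceeding the mean over every tested compound plus 3 SD, cut at about 30% in these data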;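 further: 0% = plate median of compound wells and 100% = S159A mutant with DMSO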
#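 assay system = mABHD4 protein | compound dosing = single nominal dose of 8.92 µM, 0.89% DMSO final | read-out basis = percent inhibition of probe binding, normalized to plate controls | schedule = Enzyme–compound pre-incubation 45 min, then probe 60 min, both 25 °C | detection = fluorescence polarization, excitation 525 nm, emission 598 nm, BODIPY TMR filters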
# GC-B act: human GC-B receptor activators, primary screen, HEK293 GC-B cells, cGMP TR-FRET, EC30 CNP; activation, % at 10 µM; 0.11% of 370,000 active; 0% at EC30 CNP, 100% saturating CNP;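 active means activation at 10 µM reaching about 35% in either raw or pattern-adjusted values, limit read from the data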
# rCAG binder: binders of r(CAG) RNA repeats, primary screen, biochemical, fluorescence. r(CAG) RNA repeat, TO-PRO-1 dye displacement fluorescence. inhibition, % at 3 µM. 1.3% of 370,000 active;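 active means inhibition above the plate cutoff, the mean of all test compounds on that plate plus 3 SD, cut at about 35% in these data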;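 further: 0% = DMSO alone and 100% = 100 µM mitoxantrone as full dye displacement; higher means more dye released from RNA so lower well fluorescence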
# MBD2 DNA inh: inhibitors of MBD2 binding to methylated DNA, primary screen, biochemical, TR-FRET, DNA-binding domain, human; Methyl-CpG-binding domain protein 2 (Homo sapiens), Q9UBB5; MBD2 binding to methylated oligonucleotide; inhibition, % at 4.4 µM; 0.31% of 370,000 active; AID 686964, 2013; in the data active means inhibition above about 13%
# HTRA1 inhibitor: HTRA1 serine protease inhibitors, primary screen, biochemical, fluorescence polarization, HTS; inhibition, % at 5.96 µM; AID 504803, 2011; recombinant HTRA1, FP-rhodamine activity-based probe; 0.5% of 340,000 active; in the data active means inhibition above about 36%;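 further: 0% = enzyme with DMSO and 100% = wells lacking enzyme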
# NPR1 activator: GC-A stimulated cGMP production enhancers – HEK293 GC-A cells, cGMP TR-FRET, EC30 ANP, primary screen. 0% at EC30 ANP, 100% saturating ANP. activation, % at 10 µM. Atrial natriuretic peptide receptor 1 (Homo sapiens), P16066. 0.14% of 370,000 active; in the data active means activation above about 40%
# UHRF1 binding: UHRF1 methylated DNA binding inhibitors, primary screen, counter-screen for MBD2 inhibitor project, biochemical, TR-FRET, human UHRF1, single concentration. E3 ubiquitin-protein ligase UHRF1 (Homo sapiens), Q96T88. UHRF1 binding to methylated oligo. inhibition, % at 4.4 µM. 0.75% of 370,000 active. AID 687016, 2013; in the data active means inhibition above about 21%;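 further: UHRF1 SRA domain binding a hemimethylated CpG hairpin DNA probe; 0% = median of test compound wells and 100% = reference inhibitor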
# SIAE primary: human SIAE inhibitors, primary screen, biochemical, fluorescence polarization, FP-Rh probe, 1536-well HTS | inhibition, % at 9.66 µM | 0.69% of 370,000 active | SIAE FP-Rh probe binding | Sialate O-acetylesterase (Homo sapiens), Q9HAT2;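 active means inhibition above a cutoff: mean of compounds within the control limits plus 3 SD of those, cut at about 17% in these data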;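 further: 0% = plate median of compound wells and 100% = probe without SIAE protein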
# Target sequence (Q9HAT2 whole entry, looked up): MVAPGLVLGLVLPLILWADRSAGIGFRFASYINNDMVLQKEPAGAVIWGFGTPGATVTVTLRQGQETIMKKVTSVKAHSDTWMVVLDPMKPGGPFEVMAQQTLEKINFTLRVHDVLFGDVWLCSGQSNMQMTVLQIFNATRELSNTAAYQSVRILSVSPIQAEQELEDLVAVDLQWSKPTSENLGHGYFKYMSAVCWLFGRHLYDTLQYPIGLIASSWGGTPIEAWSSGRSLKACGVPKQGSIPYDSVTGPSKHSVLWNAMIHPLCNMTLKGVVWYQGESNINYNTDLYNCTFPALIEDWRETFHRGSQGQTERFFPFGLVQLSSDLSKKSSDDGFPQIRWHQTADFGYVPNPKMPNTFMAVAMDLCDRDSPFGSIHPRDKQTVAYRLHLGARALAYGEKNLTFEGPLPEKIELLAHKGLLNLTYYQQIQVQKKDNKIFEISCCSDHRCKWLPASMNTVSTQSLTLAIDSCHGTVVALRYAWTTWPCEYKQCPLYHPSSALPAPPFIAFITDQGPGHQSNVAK
# * hit, by the source's call; / = not tested or not shown.
SMILES,TCR CD3 inh,PRMT1 inh,ABHD4 inh,GC-B act,rCAG binder,MBD2 DNA inh,HTRA1 inhibitor,NPR1 activator,UHRF1 binding,SIAE primary
CCC(=O)N(NC1=NS(=O)(=O)c2ccccc21)S(=O)(=O)c1ccc(C)cc1,-0.5,-7.5,-1.4,-2.2,9.1,-3.7,0.2,1.1,-0.7,-5.8
Cc1ccc(OCc2nnc(SCCN3CCOCC3)n2C)cc1,-0.3,1.6,18.6,5.5,-5.9,-2.1,2.6,1.7,0.4,-2.7
N#Cc1ccc(C(C(=O)NC2CCCCC2)n2c(=O)c(-c3cc4ccccc4[nH]3)nc3ccccc32)cc1 (stereo not given),-4.2,1.9,-13.7,1.0,19.1,0.1,/,3.7,-1.2,-17.4
O=C(c1cccs1)N1CCN(S(=O)(=O)c2cccc(Cl)c2Cl)CC1,-1.3,-7.9,-0.8,-3.9,-3.2,2.7,-7.5,-5.8,0.0,1.7
CCc1nc(SCC(=O)Nc2ccccc2OC)n[nH]1,-5.8,2.8,-1.3,5.8,-1.6,-4.9,9.1,0.1,1.7,1.6
CCc1nc2c(OCCOc3ccccc3)cccn2c1N(C)C(=O)c1ccccc1F,-0.5,3.7,2.3,8.9,1.5,-0.8,/,-1.3,11.7,2.5
O=C(NNC(=O)c1cnccn1)c1cccc([N+](=O)[O-])c1,-3.3,3.2,11.8,3.4,-0.6,3.3,-5.6,1.2,2.5,-3.0
O=C(CCCCCN1C(=O)C2C3C=CC(C3)C2C1=O)N1CCN(c2ncccn2)CC1 (stereo not given),/,3.7,7.5,-6.8,0.2,8.4,/,0.1,-0.2,6.5
C=CC[C@@H](CC(=O)N(CCO)Cc1ccccc1)C(=O)N[C@@H](COC(=O)[C@@H](CC=C)Cc1ccc(F)cc1)Cc1c[nH]c2ccccc12,-2.8,1.2,-24.5,-5.1,6.1,1.9,-41.1,-8.2,0.6,-4.9
CN1CCC(NC(=O)c2cc(-c3cccc(Br)c3)nc3ccccc23)CC1,-8.7,2.0,1.9,4.3,5.3,-0.8,1.8,-3.6,-1.9,-13.9
Cc1cccc(NC(=S)N2CCCC2)c1,4.0,-0.1,-0.3,-3.0,-3.5,2.3,-5.0,3.9,1.6,-3.0
CC(C)(C)N1NC2(CCCCC2)NC1=S,4.6,2.6,0.9,1.8,0.2,3.0,-2.7,-0.8,-1.5,-1.5
CS(=O)(=O)N1N=C(c2cccs2)CC1c1ccccc1F (stereo not given),-10.0,-3.4,-0.8,6.2,-4.4,-6.3,-1.6,3.5,-2.3,1.4
COc1ccc(S(=O)(=O)N(C(C)=O)c2ccc(OC(C)=O)c3ccccc23)cc1[N+](=O)[O-],4.7,10.6,-9.4,-3.9,11.4,-1.1,-1.2,3.0,-0.2,-3.6
C/C(=N\NC(=O)c1ccoc1C)c1ccc(Cl)s1,-1.3,-4.9,-5.1,-2.2,-2.2,-5.5,-2.1,1.7,-3.6,-3.9
Cc1ccccc1NC(=O)CCCSc1nc2ccccc2s1,6.3,0.1,-24.6,-3.1,0.5,-1.8,-53.0,-1.3,-2.6,-20.5
CC(=O)c1c(C)[nH]c(C(=O)COc2ccc(C#N)cc2)c1C,0.7,-0.9,-0.3,-2.4,1.2,2.3,1.6,-0.9,-2.7,4.0
C/C(=N\Nc1cc(N2CCOCC2)ncn1)c1cccc([N+](=O)[O-])c1,3.4,-0.2,-0.2,12.3,-0.1,1.1,3.8,13.1,-2.8,-2.8
COc1cccc(-c2noc(-c3ccoc3C)n2)c1,3.3,-4.0,-0.2,-6.2,-0.8,0.7,-13.8,-0.6,-2.4,0.1
O=C(c1cccc(S(=O)(=O)N2CCCC2)c1)c1nnc(-c2ccncc2)o1,-0.7,-0.7,-1.0,-2.0,7.0,1.5,-4.0,-1.0,3.3,2.7

# Gathered by group: the compounds so far containing a Cl atom (two)
SMILES,TCR CD3 inh,PRMT1 inh,ABHD4 inh,GC-B act,rCAG binder,MBD2 DNA inh,HTRA1 inhibitor,NPR1 activator,UHRF1 binding,SIAE primary
O=C(c1cccs1)N1CCN(S(=O)(=O)c2cccc(Cl)c2Cl)CC1,-1.3,-7.9,-0.8,-3.9,-3.2,2.7,-7.5,-5.8,0.0,1.7
C/C(=N\NC(=O)c1ccoc1C)c1ccc(Cl)s1,-1.3,-4.9,-5.1,-2.2,-2.2,-5.5,-2.1,1.7,-3.6,-3.9

# Quoted at random: 2 records from the list.
SMILES,TCR CD3 inh,PRMT1 inh,ABHD4 inh,GC-B act,rCAG binder,MBD2 DNA inh,HTRA1 inhibitor,NPR1 activator,UHRF1 binding,SIAE primary
CS(=O)(=O)N1N=C(c2cccs2)CC1c1ccccc1F (stereo not given),-10.0,-3.4,-0.8,6.2,-4.4,-6.3,-1.6,3.5,-2.3,1.4
CN1CCC(NC(=O)c2cc(-c3cccc(Br)c3)nc3ccccc23)CC1,-8.7,2.0,1.9,4.3,5.3,-0.8,1.8,-3.6,-1.9,-13.9

# Some of these compounds in order of their number in MBD2 DNA inh, low to high.
SMILES,TCR CD3 inh,PRMT1 inh,GC-B act,MBD2 DNA inh,HTRA1 inhibitor,NPR1 activator,SIAE primary
C/C(=N\NC(=O)c1ccoc1C)c1ccc(Cl)s1,-1.3,-4.9,-2.2,-5.5,-2.1,1.7,-3.9
Cc1ccc(OCc2nnc(SCCN3CCOCC3)n2C)cc1,-0.3,1.6,5.5,-2.1,2.6,1.7,-2.7
O=C(c1cccc(S(=O)(=O)N2CCCC2)c1)c1nnc(-c2ccncc2)o1,-0.7,-0.7,-2.0,1.5,-4.0,-1.0,2.7
CC(C)(C)N1NC2(CCCCC2)NC1=S,4.6,2.6,1.8,3.0,-2.7,-0.8,-1.5

# Some of the compounds tested; rates above refer to the full screens.
